SUMO HTRF inh: SUMOylation inhibition | P63279 | HTRF SUMOylation assay, SAE1/SAE2 + UBC9, in vitro | inhibition, % at 35 µM | 290,000 tested, 0.36% active | AID 2006; in the data active means inhibition above about 50%, passing the limit was not always enough; further: strong numbers were not always called active
HCV NS3 hel inh: HCV NS3 helicase inhibition; AID 1800; NS3 helicase DNA unwinding, Cy5 molecular beacon fluorescence; 290,000 tested, 0.56% active; inhibition, % at 10.9 µM;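 active means inhibition above the mean of all tested compounds plus 3 SD, set per campaign, cut at about 35% in these data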;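 further: 0% = DMSO wells and 100% = thioflavine S control wells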
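Test system: hepatitis C virus NS3 helicase domain fragment enzyme. Also added: annealed dual-labelled DNA beacon duplex, ATP-started. Timing: 60 min unwinding reaction at 25 °C after ATP addition. Technique: Cy5 fluorescence. Measure: % inhibition of unwinding.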
IDE cell activ: IDE (human) activation, cell-based; HEK cells, FAbeta-B cleavage, fluorescence polarization; 0% vehicle, 100% cell-free pure enzyme wells; P14735; 340,000 tested, 0.073% active; activation, % at 5.96 µM; AID 493087;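 active means activation above the mean of all tested compounds plus 3 SD, set per screening campaign, cut at about 17% in these data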
Target sequence (P14735 whole entry, looked up): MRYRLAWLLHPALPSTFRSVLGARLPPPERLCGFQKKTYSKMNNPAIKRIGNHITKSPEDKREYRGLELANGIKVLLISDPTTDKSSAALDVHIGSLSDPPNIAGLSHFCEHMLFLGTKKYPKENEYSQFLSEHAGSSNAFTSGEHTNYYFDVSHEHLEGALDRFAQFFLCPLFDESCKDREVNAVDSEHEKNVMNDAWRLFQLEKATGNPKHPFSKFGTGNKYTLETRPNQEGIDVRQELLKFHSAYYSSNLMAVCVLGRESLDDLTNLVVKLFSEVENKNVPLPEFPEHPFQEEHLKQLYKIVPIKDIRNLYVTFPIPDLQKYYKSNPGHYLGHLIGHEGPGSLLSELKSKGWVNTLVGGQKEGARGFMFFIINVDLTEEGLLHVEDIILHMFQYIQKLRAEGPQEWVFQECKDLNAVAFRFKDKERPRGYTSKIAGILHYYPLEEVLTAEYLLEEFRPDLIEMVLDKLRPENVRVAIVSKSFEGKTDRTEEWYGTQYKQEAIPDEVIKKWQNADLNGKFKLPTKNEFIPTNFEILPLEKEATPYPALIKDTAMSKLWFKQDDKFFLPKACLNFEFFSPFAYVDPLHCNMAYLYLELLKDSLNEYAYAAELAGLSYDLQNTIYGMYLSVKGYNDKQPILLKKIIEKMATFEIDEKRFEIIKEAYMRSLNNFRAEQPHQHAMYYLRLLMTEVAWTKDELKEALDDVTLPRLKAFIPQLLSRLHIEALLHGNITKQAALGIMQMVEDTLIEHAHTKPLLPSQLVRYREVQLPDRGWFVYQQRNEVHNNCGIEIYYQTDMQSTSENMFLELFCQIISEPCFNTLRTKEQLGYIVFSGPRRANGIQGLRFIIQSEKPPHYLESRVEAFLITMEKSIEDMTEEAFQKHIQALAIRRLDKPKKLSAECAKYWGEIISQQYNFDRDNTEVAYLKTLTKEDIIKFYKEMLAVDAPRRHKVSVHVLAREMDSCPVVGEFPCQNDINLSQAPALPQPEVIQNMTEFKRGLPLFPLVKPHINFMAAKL
VIM-2 inh: blocks Pseudomonas aeruginosa VIM-2 metallo-beta-lactamase; purified VIM-2, nitrocefin hydrolysis, epi-absorbance fluorescence; inhibition, % at 5.6 µM; 290,000 tested, 0.89% active;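 active means inhibition above the mean of all tested compounds plus 3 SD, cutoff set per screening run, cut at about 7.5% in these data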;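 further: red hydrolysis product quenches plate fluorescence so inhibitors raise well fluorescence; 0% = enzyme with DMSO and 100% = DMSO without enzyme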
FID counter: displaces DNA intercalator in HCV helicase counter-screen; DNA fluorescent intercalator displacement, fluorescence; 290,000 tested, 0.17% active; inhibition, % at 7.9 µM; AID 1845; in the data active means inhibition above about 37%;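 further: 0% = vehicle and 100% = reference compound; higher means more ethidium bromide displaced from hairpin DNA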
IMP-1 inhibitor: inhibitors of Pseudomonas aeruginosa IMP-1 metallo-beta-lactamase; purified IMP-1, nitrocefin hydrolysis, epi-absorbance fluorescence; inhibition, % at 5.6 µM; 290,000 tested, 0.45% active;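 active means inhibition above the mean plus 3 SD of all compounds in the same screening run, cut at about 4.5% in these data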;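 further: 0% = IMP-1 with DMSO and 100% = DMSO wells lacking enzyme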
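System – purified recombinant IMP-1 beta-lactamase · Input – IMP-1 dispensed at 0.2 nM · Timing – 15 min preincubation plus 25 min reaction at 25 °C · Signal – Epi-absorbance fluorescence, 480 nm excitation, 530 nm emission · Measure – percent IMP-1 inhibition derived from blank-referenced optical density · Controls – Enzyme-plus-DMSO low control, enzyme-free DMSO high control · Replication – singlicate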
M18AAP inhibitor: PfM18AAP enzyme inhibition; recombinant PfM18AAP, H-Glu-NHMec fluorogenic cleavage; inhibition, % at 7.35 µM; 290,000 tested, 1.2% active; AID 1822;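 active means inhibition above the campaign mean inhibition over all tested compounds plus 3 SD, cut at about 28% in these data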;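 further: 0% = plate median of test compound wells and 100% = 2 mM ZnCl2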
IDE inh: inhibits human insulin-degrading enzyme in HEK cells; P14735; FAbetaB cleavage, fluorescence polarization; inhibition, % at 5.59 µM; 320,000 tested, 0.41% active; AID 434962;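 active means percent inhibition above the average of all tested compounds plus 3 SD, set per screening campaign, cut at about 16% in these data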;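 further: IDE supplied by intact live HEK cells; FP after avidin binding of uncleaved biotin substrate so inhibition keeps polarization high; 0% = DMSO wells and 100% = 60 µM reference IDE inhibitor Ii1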
pCIP destab: p/CIP protein destabilization; decrease of EGFP signal, % at 10 µM; F442A p/CIP-EGFP cells, EGFP fluorescence, 16 h; Q05BA5; 290,000 tested, 0.01% active;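 active means EGFP signal decrease of at least 30% at 10 µM or well 3 SD below plate mean, unless failing retest; inactive means the rest, including hits failing retest or dose response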; further: some compounds called inactive have numbers as strong as hits; many of its hits are not listed in these tables
Starred values were filed as active, the others as inactive. Hits appear at their usual frequency, and some 3.6% of all compounds hit somewhere here.

What do the screens show for `O=C(NCC1COc2ccccc2O1)c1cccs1` (stereo unspecified)?
SUMO HTRF inh: -6; HCV NS3 hel inh: -8; IDE cell activ: 2; VIM-2 inh: -0.5; FID counter: -6; IMP-1 inhibitor: -0.7; M18AAP inhibitor: 2; IDE inh: 5; pCIP destab: -3

Results for CC(=O)c1cnc(SCc2ccc(Cl)cc2)nc1C ?
SUMO HTRF inh: 14; HCV NS3 hel inh: 0; IDE cell activ: 10; VIM-2 inh: -1.1; FID counter: -14; IMP-1 inhibitor: -1.6; M18AAP inhibitor: 1; IDE inh: -4; pCIP destab: -3

How did Cc1cccc(N(CC(O)CN2CCOCC2)S(=O)(=O)c2ccccc2)c1 (stereo unspecified) do in these assays?
SUMO HTRF inh: 16; HCV NS3 hel inh: -5; IDE cell activ: 3; VIM-2 inh: -2.2; FID counter: -1; IMP-1 inhibitor: -4.2; M18AAP inhibitor: -5; IDE inh: 1; pCIP destab: -1

How did CCC(C(=O)Nc1c[nH]c(=O)[nH]c1=O)c1ccccc1 (stereo unspecified) do in these assays?
SUMO HTRF inh: 2; HCV NS3 hel inh: 4; IDE cell activ: -1; VIM-2 inh: 0.1; FID counter: 2; IMP-1 inhibitor: -0.7; M18AAP inhibitor: -7; IDE inh: -1; pCIP destab: -18

What do the screens show for `CC(C)Nc1nc(NC(C)C)nc(SCC(N)=O)n1`?
SUMO HTRF inh: -6; HCV NS3 hel inh: 9; IDE cell activ: -5; VIM-2 inh: -2.8; FID counter: -1; IMP-1 inhibitor: -2.9; M18AAP inhibitor: 0; IDE inh: -5; pCIP destab: 4

Results for COc1ccccc1C1CC(c2ccc(Cl)cc2)Nc2ncnn21 (stereo unspecified) ?
SUMO HTRF inh: 13; HCV NS3 hel inh: -2; IDE cell activ: -4; VIM-2 inh: -2.7; FID counter: -29; IMP-1 inhibitor: -2.2; M18AAP inhibitor: -4; IDE inh: 7; pCIP destab: -12

How did COC(=O)c1cc(S(=O)(=O)N2CCC(c3cc(OC)ccc3OC)C2)c[nH]1 (stereo unspecified) do in these assays?
SUMO HTRF inh: 9; HCV NS3 hel inh: -3; IDE cell activ: 6; VIM-2 inh: -1.1; FID counter: -21; IMP-1 inhibitor: -0.3; M18AAP inhibitor: 0; IDE inh: 1; pCIP destab: -4

Results for COc1ccc(CNC(=O)CCCC2=NS(=O)(=O)c3ccccc3N2)cc1 ?
HCV NS3 hel inh: 3; IDE cell activ: 9; VIM-2 inh: -2.9; FID counter: -14; IMP-1 inhibitor: 0.8; M18AAP inhibitor: -5; IDE inh: -1; pCIP destab: -25

What do the screens show for `CCN(CC)C(=S)Nc1ccc(C(=O)OC)cc1`?
SUMO HTRF inh: 2; HCV NS3 hel inh: 6; IDE cell activ: 2; VIM-2 inh: 0.6; FID counter: 1; IMP-1 inhibitor: 0.0; M18AAP inhibitor: -1; IDE inh: 4; pCIP destab: -14

What do the screens show for `CC(=N)c1c(O)c2ccccc2oc1=O`?
SUMO HTRF inh: 4; HCV NS3 hel inh: 19; IDE cell activ: -1; VIM-2 inh: -2.3; FID counter: -1; IMP-1 inhibitor: -5.8; M18AAP inhibitor: 4; IDE inh: 6; pCIP destab: -9

What do the screens show for `O=C1/C(=C/c2cccc(Cl)c2)SC(=S)N1CCC(=O)N1CCCCC1CCO` (stereo unspecified)?
SUMO HTRF inh: -1; HCV NS3 hel inh: -8; IDE cell activ: -1; VIM-2 inh: 1.2; FID counter: -18; IMP-1 inhibitor: 1.9; M18AAP inhibitor: -9; IDE inh: 0; pCIP destab: -28

What do the screens show for `CCCS(=O)(=O)N1CCCC(C(=O)NCCc2ccc(Cl)cc2)C1` (stereo unspecified)?
SUMO HTRF inh: 9; HCV NS3 hel inh: -9; IDE cell activ: 2; VIM-2 inh: -1.5; FID counter: -14; IMP-1 inhibitor: 3.3; M18AAP inhibitor: -3; IDE inh: -1; pCIP destab: -12

How did O=C1c2ccccc2C(=O)N1CCCc1nc(-c2ccccn2)no1 do in these assays?
SUMO HTRF inh: -19; HCV NS3 hel inh: -1; IDE cell activ: 4; VIM-2 inh: -1.5; FID counter: -4; IMP-1 inhibitor: -3.1; M18AAP inhibitor: 11; IDE inh: -5; pCIP destab: 3

How did N#CCOC(=O)[C@H](Cc1c[nH]c2ccccc12)NS(=O)(=O)c1ccc(Cl)cc1 do in these assays?
SUMO HTRF inh: 8; HCV NS3 hel inh: -11; IDE cell activ: 1; VIM-2 inh: 0.1; FID counter: -16; IMP-1 inhibitor: -2.1; M18AAP inhibitor: 5; IDE inh: 5; pCIP destab: -5

Results for Cc1cc2c(ccc3[nH]onc32)n1 ?
SUMO HTRF inh: 20; HCV NS3 hel inh: 5; IDE cell activ: 0; VIM-2 inh: -3.1; FID counter: -18; IMP-1 inhibitor: -0.9; M18AAP inhibitor: 20; IDE inh: 4; pCIP destab: -3

What do the screens show for `CCOc1ccc(NCc2cc3cc(OC)ccc3[nH]c2=O)cc1`?
SUMO HTRF inh: 28; HCV NS3 hel inh: 43*; IDE cell activ: 3; VIM-2 inh: -3.3; FID counter: -11; IMP-1 inhibitor: -3.6; M18AAP inhibitor: 11; IDE inh: 3; pCIP destab: -8

Results for Fc1cccc2sc(Nc3nc4cc5c(cc4s3)OCCO5)nc12 ?
SUMO HTRF inh: -102; HCV NS3 hel inh: -2; IDE cell activ: -2; VIM-2 inh: -0.9; FID counter: 2; IMP-1 inhibitor: -2.5; M18AAP inhibitor: -4; IDE inh: -2; pCIP destab: 12

What do the screens show for `O=C(CCCc1ccccc1)NCCCN1CCOCC1`?
SUMO HTRF inh: 17; HCV NS3 hel inh: -2; IDE cell activ: 3; VIM-2 inh: -2.1; FID counter: -2; IMP-1 inhibitor: -1.6; M18AAP inhibitor: -9; IDE inh: -8; pCIP destab: -10

What do the screens show for `CCOc1cc(CNCc2ccccc2)ccc1OCC(=O)NC1CCCCC1`?
SUMO HTRF inh: -1; HCV NS3 hel inh: -16; IDE cell activ: -2; VIM-2 inh: -3.2; FID counter: 26; IMP-1 inhibitor: -4.5; M18AAP inhibitor: -4; pCIP destab: -5

Results for COc1cc(OC)cc(C(=O)Nc2ccc3c(c2)CCCN3C(=O)c2cccs2)c1 ?
SUMO HTRF inh: -2; HCV NS3 hel inh: -8; IDE cell activ: -2; VIM-2 inh: 0.2; FID counter: -39; IMP-1 inhibitor: -1.5; M18AAP inhibitor: -3; IDE inh: 3; pCIP destab: 0

Results for Cc1cccc(NC(=O)CSc2nnc(-c3ccc(S(=O)(=O)N4CCOCC4)cc3)n2C)c1 ?
SUMO HTRF inh: 2; HCV NS3 hel inh: 8; IDE cell activ: 1; VIM-2 inh: -0.2; FID counter: -5; IMP-1 inhibitor: 0.2; M18AAP inhibitor: 0; IDE inh: 4; pCIP destab: -12

How did CCN(CC(=O)Nc1ccccc1C(F)(F)F)C(=O)c1cc(S(=O)(=O)N(C)C)ccc1N1CCCC1 do in these assays?
SUMO HTRF inh: 3; HCV NS3 hel inh: 2; IDE cell activ: 2; VIM-2 inh: -2.0; FID counter: -41; IMP-1 inhibitor: -3.8; M18AAP inhibitor: 1; IDE inh: -1; pCIP destab: 2

Results for CC(=O)Nc1ccc(S(=O)(=O)NCCc2cc3ccc(C)c(C)c3[nH]c2=O)cc1 ?
SUMO HTRF inh: 10; HCV NS3 hel inh: 3; IDE cell activ: -1; VIM-2 inh: 0.7; FID counter: -14; IMP-1 inhibitor: -3.5; M18AAP inhibitor: 6; IDE inh: 1; pCIP destab: 4

How did COc1cc(NS(=O)(=O)c2ccc(N=Cc3c(C)[nH]n(-c4ccccc4)c3=O)cc2)nc(OC)n1 do in these assays?
SUMO HTRF inh: 5; HCV NS3 hel inh: -1; IDE cell activ: -1; VIM-2 inh: -2.7; FID counter: 4; IMP-1 inhibitor: -3.2; M18AAP inhibitor: 1; IDE inh: -3; pCIP destab: -11

Next section, overlapping the part above by 2 compounds.
Results for CC(=O)Nc1ccc(S(=O)(=O)NCCc2cc3ccc(C)c(C)c3[nH]c2=O)cc1 ?
SUMO HTRF inh: 10; HCV NS3 hel inh: 3; IDE cell activ: -1; VIM-2 inh: 0.7; FID counter: -14; IMP-1 inhibitor: -3.5; M18AAP inhibitor: 6; IDE inh: 1; pCIP destab: 4

How did COc1cc(NS(=O)(=O)c2ccc(N=Cc3c(C)[nH]n(-c4ccccc4)c3=O)cc2)nc(OC)n1 do in these assays?
SUMO HTRF inh: 5; HCV NS3 hel inh: -1; IDE cell activ: -1; VIM-2 inh: -2.7; FID counter: 4; IMP-1 inhibitor: -3.2; M18AAP inhibitor: 1; IDE inh: -3; pCIP destab: -11

How did CC(C)C(C)NC(=O)CN1C(=O)NC(C)(c2ccc3ccccc3c2)C1=O (stereo unspecified) do in these assays?
SUMO HTRF inh: -1; HCV NS3 hel inh: 0; IDE cell activ: 2; VIM-2 inh: 1.3; FID counter: -27; IMP-1 inhibitor: -2.4; M18AAP inhibitor: -4; IDE inh: -1; pCIP destab: 3

How did CC(C)OC(=O)CSc1nnc(-c2ccccn2)n1C do in these assays?
SUMO HTRF inh: -10; HCV NS3 hel inh: -4; IDE cell activ: -3; VIM-2 inh: 1.3; FID counter: -8; IMP-1 inhibitor: -5.0; M18AAP inhibitor: 1; IDE inh: -8; pCIP destab: -1

How did COc1ccccc1OCC(=O)Nc1ccc(CSc2ccccc2)cc1C do in these assays?
SUMO HTRF inh: -2; HCV NS3 hel inh: 4; IDE cell activ: 7; VIM-2 inh: -2.3; FID counter: -1; IMP-1 inhibitor: -3.7; M18AAP inhibitor: -10; IDE inh: 0; pCIP destab: -6

Results for O=C(COC(=O)c1ccccc1[N+](=O)[O-])c1ccc(C2CCCCC2)cc1 ?
SUMO HTRF inh: -2; HCV NS3 hel inh: 7; IDE cell activ: 0; VIM-2 inh: -2.5; FID counter: -1; IMP-1 inhibitor: -2.5; M18AAP inhibitor: -12; IDE inh: 9; pCIP destab: -3

What do the screens show for `COc1ccc(CCN(C)C(=O)CSc2nnc(-c3ccco3)o2)cc1OC`?
SUMO HTRF inh: 4; HCV NS3 hel inh: -1; IDE cell activ: -3; VIM-2 inh: -0.6; FID counter: -17; IMP-1 inhibitor: -1.3; M18AAP inhibitor: 0; IDE inh: -1; pCIP destab: -10

What do the screens show for `CCC(C)CN1CCC(CO)(Cc2ccccc2Cl)CC1` (stereo unspecified)?
SUMO HTRF inh: 24; HCV NS3 hel inh: 4; IDE cell activ: 8; VIM-2 inh: 0.1; FID counter: 1; IMP-1 inhibitor: -3.1; M18AAP inhibitor: -16; IDE inh: -6; pCIP destab: -5

What do the screens show for `CN(C)C(=O)c1ccc(-n2cccn2)nc1`?
SUMO HTRF inh: -4; HCV NS3 hel inh: -1; IDE cell activ: 5; VIM-2 inh: -3.5; FID counter: -12; IMP-1 inhibitor: -2.1; M18AAP inhibitor: 5; IDE inh: -3; pCIP destab: -1

What do the screens show for `O=C(CNc1ccc2c(c1)OCO2)N/N=C\c1cn(Cc2ccc(F)cc2)c2ccccc12`?
SUMO HTRF inh: 1; HCV NS3 hel inh: 21; VIM-2 inh: -2.0; FID counter: -8; IMP-1 inhibitor: -2.9; M18AAP inhibitor: 23; pCIP destab: -3

Screening data: PubChem BioAssay, several laboratories
